# Screens: PubChem BioAssay, National Center for Advancing Translational Sciences (NCATS)
# TSG101-PTAP inh: blocks PTAP/TSG101 interaction to inhibit HIV-1 budding | Potency, µM (titrated, usually from 115 µM), for inactives: top-dose activity change, negative = inhibition, hits mostly inhibitors | 340,000 tested, under 10 active | Fluorescence polarization, FITC-PTAP peptide / Tsg101 binding | AID 493005; active = well fitted inhibition curve with a large enough effect in the main read-out, with a control signal flat, not every such curve was filed as active; inconclusive = small, poorly fitted or top-dose-only effect, or effect the other way, or a change in a side signal; inactive = no such curve, though single readings can be large or run the other way; also: potency is read from the fitted curve at half-maximal effect; % of control where 0% means no effect
#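 Compounds were pin-transferred onto Tsg101 binding domain (10 uM final) in HEPES pH 7.5 buffer, then FITC-PTAP peptide was added at 50 nM final. After 20 min at RT, polarization reported peptide displacement across a qHTS concentration series.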
# MLL CXXC-DNA inh: MLL CXXC-DNA interaction inhibition. MLL-CXXC / FITC-HOXA9 DNA fluorescence polarization. Potency, µM (series often up to 115 µM), for the others: top-dose activity change, negative = inhibition, usual class: inhibitors. 290,000 compounds, 0.037% hits; active = well fitted inhibition curve with a large enough effect in the polarisation, with a control signal flat, not every such curve was filed as active; inconclusive = small, poorly fitted or top-dose-only effect, or effect the other way, or a change in a side signal; inactive = no such curve, though single readings can be large or run the other way; the % refers to the polarisation; also: potency is read from the fitted curve at half-maximal effect
#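 Steps: dispense CXXC domain solution (7 uM) → pin compounds or unlabeled HOX-A9 DNA control → 5 min ambient → add FLSN-HOX-A9 solution (50 nM) → spin → 30 min ambient → fluorescence polarization. Tris pH 7.5/NaCl/DTT/BSA buffer.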
# Mito fusion yeast: inhibitors of mitochondrial division or activators of mitochondrial fusion; S. cerevisiae fusion-defective mutant growth rescue, CellTiterGlo 48 h; Potency, µM (top dose mostly 46.1 µM), for inactives: at the highest dose growth rescue (activation), actives largely listed as activators; 320,000 compounds, 0.23% hits; AID 485298;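 also: potency is read from the fitted curve at half-maximal effect; % of control where 0% means no effect; nearly all actives have a fitted effect of over 45% in size; temperature-sensitive fusion mutants such as fzo1-1 at 37 °C on non-fermentable ethanol glycerol medium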
#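 Compounds are tested for their ability to restore growth of mitochondrial fusion-defective yeast strains at non-permissive 37C in YPEG medium over 48 hours. Viability is quantified by luciferase luminescence.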
# S-ASM inh: inhibitors of human secretory acid sphingomyelinase. AID 504937. 340,000 compounds, 0.006% hits. placental ASM, HMU-PC fluorogenic substrate, 60 min. Potency, µM (highest dose often 57.5 µM), without a hit: top-dose activity change, negative = inhibition, actives largely listed as inhibitors; also: potency is read from the fitted curve at half-maximal effect
# Target sequence (P17405 47-631 limits assumed): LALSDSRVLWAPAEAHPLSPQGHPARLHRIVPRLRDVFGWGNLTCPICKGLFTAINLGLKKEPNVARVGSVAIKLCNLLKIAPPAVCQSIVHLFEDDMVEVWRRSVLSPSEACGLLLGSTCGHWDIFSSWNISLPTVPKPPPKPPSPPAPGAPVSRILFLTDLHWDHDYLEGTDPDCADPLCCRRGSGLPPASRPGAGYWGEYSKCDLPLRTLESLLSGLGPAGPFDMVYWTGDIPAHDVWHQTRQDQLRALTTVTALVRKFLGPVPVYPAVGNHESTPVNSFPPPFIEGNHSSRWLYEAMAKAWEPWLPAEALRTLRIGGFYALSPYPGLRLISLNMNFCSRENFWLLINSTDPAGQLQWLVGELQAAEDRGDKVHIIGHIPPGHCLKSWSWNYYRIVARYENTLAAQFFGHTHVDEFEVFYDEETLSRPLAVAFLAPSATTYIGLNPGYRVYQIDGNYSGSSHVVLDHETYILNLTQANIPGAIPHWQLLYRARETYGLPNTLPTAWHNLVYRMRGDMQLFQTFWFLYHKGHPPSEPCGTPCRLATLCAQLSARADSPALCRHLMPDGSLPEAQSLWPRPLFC
#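 Human placenta-derived ASM enzyme was preincubated with compound for 10 minutes at room temperature, then given fluorogenic substrate HMU-PC0 (9 uM final) for 60 minutes at 37 °C; a pH 10 stop preceded fluorescence reading at Ex 386/Em 447 nm.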
# Menin MLL FP TR: displaces Texas Red mutant MLL peptide from human menin; 270,000 compounds, 0.23% hits; Menin + Texas Red MLL mutant peptide, fluorescence polarization; AID 1768; Potency, µM (top dose mostly 61.6 µM), inactives show top-dose FP activity change, negative = inhibition, hits mostly inhibitors; O00255; active = well fitted inhibition curve with a large enough effect in the polarisation, with a control signal flat, not every such curve was filed as active; inconclusive = small, poorly fitted or top-dose-only effect, or effect the other way, or a change in a side signal; inactive = no such curve, though single readings can be large or run the other way; the % refers to the polarisation; also: potency is read from the fitted curve at half-maximal effect; % of control where 0% means no effect; many of its hits are not listed in these tables
# TSHR antagonist: human thyrotropin receptor antagonism | 330,000 compounds, 0.2% hits | P16473 | TSHR-expressing cells, TSH-stimulated cAMP HTRF, 2 h; stronger effect = lower value | AID 504810 | activity change, negative = inhibition, % at 11.5 µM;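 active = activity change below a set negative limit, meaning inhibition stronger than a set level, cut at about -70% in these data; inconclusive = activity change between two set negative limits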; also: % is scaled to controls: 0 for no effect and ±100 for the full control effect
#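 Cell-based HTRF cAMP assay; TSHR cells + compound, TSH EC80 (4nM final), 2 h, 37 deg C. Lysis with anti-cAMP cryptate and cAMP-d2, 30 min RT, read 665/620 nm.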
# MBNL1-CUG inh: inhibitors of human MBNL1 binding to CUG repeat RNA | Q9NR56 | TR-FRET MBNL1-His/biotin-(CUG)12 binding, 665/545 ratio | Potency, µM (top dose mostly 57.5 µM), for the others: at the top dose activity change, negative = inhibition, hits mostly inhibitors | 280,000 compounds, 0.036% hits; active = well fitted inhibition curve with a large enough effect in the signal ratio, with a control signal flat, not every such curve was filed as active; inconclusive = small, poorly fitted or top-dose-only effect, or effect the other way, or a change in a side signal; inactive = no such curve, though single readings can be large or run the other way; the % refers to the signal ratio; also: potency is read from the fitted curve at half-maximal effect; % is scaled to controls: 0 for no effect and ±100 for the full control effect
# Target sequence (Q9NR56 whole entry, looked up): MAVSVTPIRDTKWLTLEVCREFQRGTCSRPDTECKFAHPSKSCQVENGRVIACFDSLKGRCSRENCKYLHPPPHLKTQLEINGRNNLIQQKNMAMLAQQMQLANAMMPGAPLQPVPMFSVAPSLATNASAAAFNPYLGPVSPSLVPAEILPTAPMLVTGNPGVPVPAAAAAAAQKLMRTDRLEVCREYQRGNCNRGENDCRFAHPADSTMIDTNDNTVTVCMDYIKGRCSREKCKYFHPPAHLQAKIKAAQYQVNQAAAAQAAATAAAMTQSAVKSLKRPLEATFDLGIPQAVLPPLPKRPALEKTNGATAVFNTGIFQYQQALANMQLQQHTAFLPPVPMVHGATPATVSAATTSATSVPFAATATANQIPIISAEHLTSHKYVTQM
#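 MBNL1-His + Biotin-(CUG)12, cpd titration 92 nM–58 uM; Tb anti-His Ab 0.055 ng/ul, SA-XL665 5 nM (final); 60 min RT; ratiometric 665/545 nm, Ex 340 nm; normalized to buffer and full-complex controls.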
# AT treatment: candidate therapy for ataxia-telangiectasia; 320,000 compounds, 0.19% hits; Potency, µM (series often up to 57.5 µM), for the others: top-dose activation, actives largely listed as activators; […] A-T fibroblasts, KAP-1 phosphorylation AlphaLISA; neocarzinostatin DNA damage 30 min before lysis; AID 485349; also: potency is read from the fitted curve at half-maximal effect; % of control where 0% means no effect; nearly all actives have a fitted effect of over 45% in size
#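 ATM-like activity read as KAP-1 phosphorylation via AlphaLISA donor/acceptor antibody pairs after lysis and 6 hr at 25C. Cells were ATM-null patient fibroblasts ([…], hTERT), dosed 60 min, then exposed to the DSB inducer NCS for 30 min.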
# Integrin act MD: activates integrin-mediated alleviation for muscular dystrophy; alpha7betagal myoblasts, beta-gal FDG fluorescence, 48 h; Potency, µM (highest dose often 38.3 µM), inactives show top-dose activation, hits mostly activators; 350,000 compounds, 0.064% hits; AID 624291;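 also: potency is read from the fitted curve at half-maximal effect; 100% = response of the positive control SU9516; nearly all actives have a fitted effect of over 60% in size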
#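 alpha7betagal+/- myoblasts (passage 13, 250/well) treated 48 h at 37C with compounds at 1:260 dilution of DMSO stock. Lysed, then beta-galactosidase activity read as FDG fluorescence (ex 480/em 540) after 30 min, with pre-read for autofluorescence.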
# TCR activator: activators of T cell receptors. primary human leukocytes, anti-CD3, IL-2 HTRF, 48 h. Potency, µM (series often up to 9.22 µM), without a hit: at the highest dose activation of IL-2 secretion, hits mostly activators. 330,000 tested, under 10 active. AID 504894; also: % of control where 0% means no effect
#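 Primary human leukocytes incubated 48 hr with anti-CD3 beads plus compound, without co-stimulation. Secreted IL-2 measured by HTRF (europium cryptate/d2 anti-IL-2 pair, 320 nm excitation, 665 nm emission).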
# The depositor's hits bear a star; u = inconclusive; x = no result given; [ ] = dose if it differs, or a comment. Unless noted, calls follow the shape of the dose curve; as a rule, active = well fitted curve in the direction sought with a large enough effect; inconclusive = small, poorly fitted or top-dose-only effect, or another doubt; inactive = no such curve, though single readings can be large; an effect the other way counts as inactive or inconclusive.
SMILES,TSG101-PTAP inh,MLL CXXC-DNA inh,Mito fusion yeast,S-ASM inh,Menin MLL FP TR,TSHR antagonist,MBNL1-CUG inh,AT treatment,Integrin act MD,TCR activator
CCc1nc2ccccc2n1CC(=O)N1CCN(S(=O)(=O)c2cccc(C(F)(F)F)c2)CC1,-6%,3%,2%,-2%,16%,1,-9%,0%,14%,-11%
CC(=O)c1cc2c(cc1NC(=O)CN1CCN(c3cccc(C(F)(F)F)c3)CC1)OCO2,-9%,5%,0%,0%,13%,16,0%,-2%,7%,-8%[46.1 µM]
CCCn1c(-c2ccc(OC)cc2)nc2c(=O)n(C)c(=O)[nH]c21,-5%,9%,-3%,2%,x,4,0%,-4%,8%,-2%
CC(OC(=O)Cc1c[nH]c2ccccc12)C(=O)NC1(C#N)CCCCC1 (stereo not drawn),-1%,-13%,4%,-1%,x,4,-18%,13%,-5%,-12%
CCOc1ccc2nc(NCCNC(=O)C(C)(C)C)c(C)cc2c1,-3%,-4%,-7%,68%[activator],-18%,-10,-9%,-1%[11.5 µM],-19%,3%
COC(=O)c1sccc1NC(=O)Nc1cccc([N+](=O)[O-])c1,0%,-3%,0%,-1%,19%,3,14%,6%,-3%,-3%
O=C(COc1cccnc1[N+](=O)[O-])Nc1ncc(Cl)cc1Cl,-14%,x,4%,-2%,x,-5,x,-4%,9%,-2%
C=C1CCN([C@H](C(=O)NCc2ccco2)C(C)C)S(=O)(=O)c2ccccc21,0%,-1%,-3%,6%,x,2,3%,-22%,4%,-3%
Cc1ccc(NS(=O)(=O)c2cc(NC(=O)c3ccc4c(c3)NC(=O)CS4)ccc2Cl)c(C)c1,0%,9%,-4%,u,-23%,u,-4%,0%,-14%,-2%
Cc1cccc(NC(=O)c2ccccc2Br)n1,-3%,0%,3%,3%,-15%,0,6%,-4%,-5%,-8%
O=C(CSc1nc2ccccc2n1-c1ccccc1)Nc1ncc(Cl)cc1Cl,-1%,-12%,20µM*,-2%,0%,18,u,4%,5%,1%[46.1 µM]
O=C(NCc1ccc2c(c1)OCO2)Nc1ccc(F)cc1,0%,u,-2%,0%,-9%,-1,-4%,3%,-6%,-1%
COc1ccc(CNC(=O)CN2C(=O)NC(C)(c3ccc(Cl)cc3)C2=O)cc1 (stereo not drawn),-1%,0%,-1%,-4%,-2%,0,-2%,1%,-1%,-2%
COC(=O)CC(c1ccc(F)cc1)n1c(C)ccc1C (stereo not drawn),2%,-6%,1%,0%,4%,3,0%,-4%,0%,-5%
O=C(COC(=O)[C@@H]1CCCN1C(=O)c1cccs1)NCCc1ccccc1,-6%,2%,22%,0%,11%,19,8%,-1%,-7%,10%
O=Cc1cccc(OC(=O)Nc2ccccc2)c1,0%,x,x,3%,x,x,x,x,29%,2%
COc1ccc([C@H]2CC(=O)C=C(c3ccnc4ccc(Cl)cc34)C2)cc1,-2%,x,u,-21%,x,-46,x,-1%,0%,-3%
O=C(O)c1ccccc1N/N=C/c1cc(Br)cc(Br)c1O,-17%,-16%,4%,132%[activator],x,-28,2%,3%,45%,2%
CSC1=NC(=O)/C(=C\c2cccc3ccccc23)S1,0%,u,0%,5%,4%,-23,19%,4%,3%,-1%
CC1C(=O)N(Cc2ccccc2F)c2ccccc2N1C(=O)c1c(F)cccc1F (stereo not drawn),-2%,-9%,6%,-2%,-14%,-38,3%,-3%,0%,3%
Cc1ccccc1NC(=O)OCc1cccnc1Sc1ccc(Cl)cc1,3%,4%,4%,u,28%,-4,-3%,11%,3%,2%
CC(=O)c1ccc(NC(=O)c2ccn[nH]2)cc1,-1%,1%,-6%,-1%,4%,9,-3%,3%,21%,-3%
CSc1ncccc1C(=O)OCC(=O)N(CC(C)C)c1c(N)n(Cc2ccccc2)c(=O)[nH]c1=O,-1%,-16%,-2%,3%,x,-4,3%,4%,-30%,4%
COC(=O)CCCC1=CC2=C(c3ccccc3)C(=O)C(C)(OC(=O)C3CCCC3)C(=O)C2=CN1CCN1CCOCC1 (stereo not drawn),-8%,4%,-24%,1%,-5%[11.7 µM],-2,u,-19%,-8%,8%
FC(F)(F)c1nnc2ccc(Sc3ccccn3)nn12,-3%,0%,2%,7%,-9%,-5,8%,7%,4%,0%
# Remaining list, next part
SMILES,TSG101-PTAP inh,MLL CXXC-DNA inh,Mito fusion yeast,S-ASM inh,Menin MLL FP TR,TSHR antagonist,MBNL1-CUG inh,AT treatment,Integrin act MD,TCR activator
CCCCn1nnnc1SCC(=O)NCc1ccco1,-1%,-5%,-4%,-1%,4%,x,3%,x,13%,-2%
O=S(=O)(Cc1ccccc1)Nc1ccc(S(=O)(=O)N2CCCC2)cc1,0%,-1%,-6%,-3%,x,-5,1%,-4%,1%,6%
O=C(/C=C/c1ccco1)Oc1ccc(C(=S)N2CCOCC2)cc1,-5%,37%[activator],-6%,-3%,-1%,1,u,-4%,-1%,3%
CSc1nc(Cc2ccccc2)cc(=O)[nH]1,-4%,-28%,-10%,5%,-12%,0,-10%,1%,-7%,-1%
CC(=O)Oc1ccc(/C=C(\NC(=O)c2ccco2)C(=O)NCc2ccco2)cc1,1%,-2%,6%,-18%,x,-2,0%,-1%,-6%,-20%
O=C(NN=Cc1ccccc1O)NN=Cc1ccccc1O,0%,x,x,34%,x,x,x,x,-17%,2%
C[C@@H]1NS(=O)(=O)[C@H]2C[C@@H]3C=C[C@]2(O3)[C@H]1OC(=O)c1ccccc1Br,-5%,x,-12%,2%,x,26,x,7%,5%,-1%
N#Cc1ccc(NCC(=O)N2CCN(S(=O)(=O)c3ccccc3)CC2)cc1,-6%,x,2%,3%,x,4,x,1%,0%,1%
CC(=O)Nn1c(C)nnc1-n1nc(C)cc1C,-1%,8%,0%,3%,3%,4,4%,3%,9%,0%
COc1ccc2[nH]c(=O)c(CN(Cc3cccs3)S(=O)(=O)c3c(C)ccc4nsnc34)cc2c1,-5%,1%,4%,-7%,-6%,-21,5%,2%,3%,3%
COc1ccc(-c2cc(=O)oc3cc(OC(C)C(=O)NC(Cc4c[nH]c5ccc(O)cc45)C(=O)O)ccc23)cc1 (stereo not drawn),1%,25%,-1%,-3%,13%,-12,u,8%,21%,2%
O=C(OCc1cccc(F)c1)c1ccc2c(=O)n3c(nc2c1)CCC3,-1%,1%,2%,48%,x,10,x,-5%,-4%,-2%
Cc1cc(C(=O)NCc2cc(C(=O)O)oc2C)c(C)o1,0%,3%,-1%,4%,-11%,5,-1%,-1%,14%,-1%
O=C(OCCN1CCCCC1)C1(c2ccccc2)CCCC1,2%,-4%,-2%,5%,-25%,26,-12%,11%[11.5 µM],6%,-1%
CC(C)CCN(C)C1CCN(C(=O)Nc2c(F)cccc2F)CC1,-2%,7%,-1%,-2%,3%[11.7 µM],5,-1%,21%,0%,-2%
C#CCOCCOCCOCCNc1nc(N2CCOCC2)nc(N2CCN(C(=O)CCCCCCCCCCNC(=O)Cn3cc(CCCCCN)nn3)CC2)n1,x,x,-4%,1%,x,18,x,u,30%,-5%
CC(C)C(NS(=O)(=O)c1ccc2c(c1)OCCCO2)C(=O)O (stereo not drawn),-13%,-6%,0%,5%,u,3,-5%,5%,5%,-2%[46.1 µM]
Cc1ccc(S(=O)(=O)N2CCN(C(=O)CN3C(=O)NC4(CCCCC4)C3=O)CC2)c(C)c1,-4%,x,1%,0%,x,-11,x,-4%,-27%,-1%
O=C1C2C3C=CC([C@@H]2C(=O)N1c1nccs1)C31CC1 (stereo partly drawn),-2%,4%,0%,1%,5%,16,0%,-10%,-5%,-2%
CCOC(=O)N1CCC(NC(=O)c2ccc3c(Cl)c4c(nc3c2)CCCC4)CC1,-3%,10%,u,-1%,-8%,10,-24%,18%,16%,5%
CC(=O)Nc1ccccc1NC(=O)c1ccc(C)c(C)c1,-1%,15%,-3%,-4%,35%[activator],9,-9%,1%,2%,-3%
Cc1cc(-n2cnnn2)cc(C)c1S(=O)(=O)NCCOc1ccccc1,-2%,10%,2%,-3%,x,-5,-1%,3%,21%,4%
CSCCC(NC(=O)c1ccco1)C(=O)OCc1cc([N+](=O)[O-])cc2c1OCOC2 (stereo not drawn),-1%,-4%,-11%,-3%,0%,5,u,-6%,-16%,2%

# The list is partial; count on the stated rates, not on these rows.
